Assay outcomes as filed in PubChem.
Mtb UGM inh: M. tuberculosis UGM enzyme inhibitors, primary screen, biochemical, fluorescence polarization, single point | inhibition, % at 10 µM | hit rate 0.06% among 320,000 | UDP-galactopyranose mutase (Mycobacterium tuberculosis (strain ATCC 25618 / H37Rv)), … | purified UGM, fluorescence polarization probe displacement; in the data active = inhibition above about 10%, passing the limit was not always enough; inconclusive = no clear call, values can overlap the other calls
Mtb BioA inh: M. tuberculosis BioA enzyme inhibitors, primary screen, biochemical, plate reader, single point, HTS; hit rate 0.096% among 360,000; 7,8-diaminopelargonic acid synthase BioA (Mycobacterium tuberculosis); purified M. tuberculosis BioA enzyme; inhibition, % at 9.99 µM; in the data active = inhibition above about 40%; inconclusive = no clear call, values can overlap the other calls
Mtb FBA inh: Mtb FBA enzyme inhibitors, primary screen, biochemical, fluorescence, strain H37Rv; hit rate 2.3% among 360,000; Fructose-bisphosphate aldolase (Mycobacterium tuberculosis (strain ATCC 25618 / H37Rv)), …; AID 588726, 2011; inhibition, % at 1 µM; purified M. tuberculosis FBA, fluorescence read-out; in the data active = inhibition above about 27%;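 also: 0% = vehicle and 100% = reference inhibitor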
Target sequence (P9WQA3 whole entry, looked up): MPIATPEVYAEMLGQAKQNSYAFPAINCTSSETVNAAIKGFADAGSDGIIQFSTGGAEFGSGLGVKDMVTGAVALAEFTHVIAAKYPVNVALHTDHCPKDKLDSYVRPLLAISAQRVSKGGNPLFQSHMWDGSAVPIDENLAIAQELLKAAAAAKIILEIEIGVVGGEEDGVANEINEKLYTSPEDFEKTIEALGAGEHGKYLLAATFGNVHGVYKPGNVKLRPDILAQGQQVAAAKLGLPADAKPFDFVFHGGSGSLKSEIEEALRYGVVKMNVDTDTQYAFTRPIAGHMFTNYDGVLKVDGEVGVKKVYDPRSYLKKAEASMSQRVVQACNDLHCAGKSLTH
PrPC TRFRET: inhibitors of human cell surface prion protein PrPC, primary screen, cell-based, TR-FRET. Major prion protein (Homo sapiens), P04156. TR-FRET read-out. inhibition, % at 13.8 µM. hit rate 0.43% among 370,000; in the data active = inhibition above about 24%; also: 0% = median of the test wells and 100% = reference compound wells
GDH-TPI counter: GDH-TPI coupling enzyme inhibitors, primary screen, artefact control for M. tuberculosis FBA inhibitor project, biochemical, absorbance, full deck. GDH-TPI coupled enzyme counterscreen, NADH absorbance. inhibition, % at 4.8 µM. hit rate 1.2% among 360,000. AID 588335, 2011; in the data active = inhibition above about 30%;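 also: 0% = DMSO wells and 100% = wells lacking the enzyme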
BoNT-F LC inh: BoNT/F light chain protease inhibitors, primary screen, biochemical, flow cytometry, MLPCN library | inhibition, % at 10 µM | Botulinum neurotoxin type F light chain protease (Clostridium botulinum) | Multiplex microsphere protease cleavage assay | hit rate 0.22% among 360,000 | AID 588497, 2011; in the data active = inhibition above about 35%, passing the limit was not always enough; inconclusive = no clear call, values can overlap the other calls; also: plate controls were buffer without enzyme for full effect and enzyme alone for no effect
MazEF act: activators of E. coli MazEF toxin-antitoxin RNase, primary screen, biochemical, fluorescence, uHTS; Endoribonuclease toxin MazF (Escherichia coli (strain K12)), P0AE70; FAM/BHQ RNA-DNA oligo cleavage fluorescence, 5 h; activation, % at 20 µM; hit rate 0.32% among 350,000; AID 504720, 2011; in the data active = activation above about 50%
Target sequence (P0AE70 whole entry, looked up): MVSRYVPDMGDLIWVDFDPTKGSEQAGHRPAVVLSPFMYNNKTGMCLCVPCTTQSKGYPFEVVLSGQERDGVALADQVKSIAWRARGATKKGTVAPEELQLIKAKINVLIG
Rv3671c protease: Rv3671c serine protease inhibitors, primary screen, biochemical, fluorescence polarization, M. tuberculosis H37Rv; hit rate 0.048% among 320,000; AID 2606, 2010; P9WHR9; inhibition, % at 5.96 µM; in the data active = inhibition above about 38%;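 also: extracellular domain of Rv3671c used as enzyme; 0% = enzyme with DMSO and 100% = no enzyme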
Target sequence (P9WHR9 whole entry, looked up, the tested form may be a part): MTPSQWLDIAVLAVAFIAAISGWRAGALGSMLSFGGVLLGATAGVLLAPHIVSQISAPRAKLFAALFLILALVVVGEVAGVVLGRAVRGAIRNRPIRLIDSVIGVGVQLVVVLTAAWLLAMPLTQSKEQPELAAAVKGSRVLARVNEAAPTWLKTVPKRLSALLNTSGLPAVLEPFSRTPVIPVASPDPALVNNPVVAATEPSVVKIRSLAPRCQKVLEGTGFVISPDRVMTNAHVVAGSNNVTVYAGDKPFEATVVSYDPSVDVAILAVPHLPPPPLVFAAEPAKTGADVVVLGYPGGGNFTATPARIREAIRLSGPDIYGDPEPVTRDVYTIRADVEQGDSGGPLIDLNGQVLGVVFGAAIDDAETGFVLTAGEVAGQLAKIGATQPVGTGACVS
FadD28 FP inh: inhibitors of FadD28 bisubstrate probe binding, primary screen, biochemical, fluorescence polarization, single point. inhibition, % at 12.5 µM. hit rate 0.22% among 360,000; in the data active = inhibition above about 8.5%, passing the limit was not always enough; inconclusive = no clear call, values can overlap the other calls
* marks the source's active call; other numbers are inactive results; ? = inconclusive; nt = no result given; + = active, no number.

SMILES | Mtb UGM inh | Mtb BioA inh | Mtb FBA inh | PrPC TRFRET | GDH-TPI counter | BoNT-F LC inh | MazEF act | Rv3671c protease | FadD28 FP inh
CCC(CN(C)C)Oc1cc(NCc2ccccc2)c2ncn(C(C)C)c2c1 (stereo not given) | nt | 2.3 | 0 | nt | 8 | -21 | 11 | -30 | 0.1
O=[N+]([O-])c1cc(F)c2cccnc2c1O | -2.2 | 1.8 | -7 | -12 | 0 | 19 | 3 | -90 | -2.2
OC[C@@H]1CN(Cc2ccncc2)C[C@H](n2cnc3c(N4CCN(c5ccccc5)CC4)ncnc32)O1 | nt | 2.0 | 1 | 13 | -3 | -9 | nt | nt | 0.5
O=C(c1cc(COc2c(F)cccc2F)on1)N1CCC(c2ccccc2F)C1 (stereo not given) | 2.8 | nt | -2 | 5 | 3 | 0 | 1 | -15 | -1.2
O=C(COc1ccccc1Cl)Nc1cccc(S(=O)(=O)N2CCCC2)c1 | -0.6 | -0.7 | 0 | 5 | 13 | -6 | -2 | -10 | -0.1
CC(Oc1ccc(F)cc1)C(=O)Nc1ccccc1N1CCCCC1 (stereo not given) | 0.7 | 0.9 | 0 | 4 | -2 | -8 | -7 | 2 | -0.5
O=C1NC(c2ccc(Cl)cc2)Nc2ccccc21 (stereo not given) | -1.9 | nt | 8 | -5 | -4 | -8 | -1 | 5 | 1.9
Cc1cc(C)nc(SCc2ccc(C(=O)N/N=C/C3CCCCC3)cc2)n1 | 3.1 | nt | 0 | 1 | 3 | -2 | 9 | -14 | -1.1
O=C(NCC1CCCO1)c1ccc2c(=O)n(-c3ccc(F)cc3)c(=S)[nH]c2c1 (stereo not given) | 1.3 | nt | 2 | 0 | 4 | 1 | 3 | 7 | -1.0
O=C(Nc1ccccc1)Oc1cccc2cccnc12 | nt | -0.7 | 1 | 3 | -7 | 4 | 15 | nt | -3.2
O=C(c1ccc(COCC(F)(F)F)cc1)N1CCN(c2ccccn2)CC1 | -0.4 | nt | -1 | 0 | -3 | -5 | 3 | -5 | -1.6
CCC1(C)CC(CC(=O)O)(c2ccccc2OC)CCO1 (stereo not given) | 2.3 | 1.6 | 1 | -5 | 3 | -6 | 1 | 3 | 0.2
CCOc1ccc(C(C)NC(=O)C2CCN(S(=O)(=O)c3ccc(OC)cc3)CC2)cc1OCC (stereo not given) | nt | -0.5 | -1 | 1 | -2 | nt | 6 | nt | -2.6
COC(=O)c1ccncc1C(=O)Nc1ccc(Oc2ncc(C(F)(F)F)cc2Cl)cc1 | 1.7 | nt | 1 | -3 | -7 | ? | -3 | 0 | -1.8
CC(CCc1ccccc1)NC(=S)NC1CCCCC1 (stereo not given) | 1.0 | nt | -4 | 10 | 7 | -8 | 2 | -9 | -3.7
COC(=O)c1ccc(CN(C)S(=O)(=O)c2cccs2)cc1 | 5.6 | 1.4 | -1 | 12 | -2 | 5 | 5 | -1 | -2.9
COc1ccc(/C=C2\CCc3ccccc3C2=O)cc1O | 0.2 | 3.0 | -3 | -21 | 17 | 0 | 2 | 1 | -1.4
N/C(=N\OC(=O)CCn1cccc(C(F)(F)F)c1=O)c1ccc(OC(F)(F)F)cc1 | 4.7 | -2.9 | 2 | 3 | -7 | 4 | 3 | -1 | -0.9
CCN(CC)C1=C(Cl)C(=O)C(Cl)C12OCCO2 (stereo not given) | -0.9 | 0.6 | -1 | -5 | 1 | nt | 14 | -6 | -3.5
CCOC(=O)N1CCC(NC(=O)CCC(=O)N2CCOc3ccc(C)cc32)CC1 | -0.9 | -2.6 | -1 | 7 | 1 | -7 | 1 | 0 | 0.3
O=C(c1ccc(F)cc1)N1CCN(c2cc(N3CCCCC3)c(F)cc2[N+](=O)[O-])CC1 | 2.3 | nt | -2 | -1 | 7 | 0 | -2 | -1 | -1.2
O=C(Oc1c(-c2ccco2)oc2ccccc2c1=O)c1cccnc1 | 4.0 | -0.1 | 8 | -6 | 16 | -1 | 6 | -4 | -0.7
CCN1C(=O)C(CC(=O)Nc2ccc(F)cc2)N(CCCN2CCN(c3ccc(F)cc3)CC2)C1=S (stereo not given) | 0.2 | nt | -1 | -14 | 9 | -3 | 4 | 2 | -8.7
COc1ccc(NC(=O)c2cccc3cccnc23)cc1S(N)(=O)=O | 0.2 | -1.6 | 0 | -12 | 12 | -7 | 21 | -3 | -5.5
CCOC(=O)C(=NCC1CCCO1)NNc1ccccc1Cl (stereo not given) | -2.5 | nt | -4 | 5 | -2 | -2 | 4 | 7 | -3.5
C=C1CCC[C@]2(C)C[C@H]3OC(=O)C(CNCCN(CC)CC)[C@H]3CC12 (stereo not given in full) | -2.1 | 0.6 | 1 | 2 | 1 | -13 | 3 | -16 | -4.9
C=C1C(C(=O)Nc2ccccc2)C1C(=O)Nc1ccccc1 (stereo not given) | -0.5 | -2.8 | 5 | -1 | 16 | 7 | 9 | 5 | 1.1
O=C1c2ccccc2C(=O)C12OC(c1ccccc1)C1(C(=O)c3ccccc3C1=O)C2c1ccc([N+](=O)[O-])cc1 (stereo not given) | 2.9 | -0.3 | 2 | 2 | 9 | -3 | 6 | -12 | 1.0
CCN(CC)c1ccc(S(=O)(=O)N2CCOCC2)cc1NC(=O)COC(=O)/C=C/c1ccco1 | nt | -1.5 | -1 | 1 | 15 | -8 | -1 | nt | -0.5
C=CCNS(=O)(=O)c1cc(S(=O)(=O)NCC=C)c(OC)cc1OC | -0.8 | nt | 0 | -1 | 1 | -1 | 13 | 5 | 0.3
Cn1ncc2c(Nc3ccc(-c4ccccc4)cc3)ncnc21 | -3.2 | nt | 5 | 4 | 7 | -16 | -3 | -1 | 0.3
O=C(Nc1ccc(F)cc1)c1cccc(C(=O)Nc2ccc(F)cc2)c1 | -1.6 | 1.0 | -1 | 7 | -4 | -4 | -14 | -1 | 0.2
COC(=O)c1ccccc1NC(=O)COC(=O)c1ccccc1N=Nc1ccc(N(C)C)cc1 | 0.5 | nt | -4 | 4 | 2 | -10 | -2 | -3 | 0.6
Cc1ccc(-n2ncc3c(N4CCN(c5ccccc5)CC4)ncnc32)c(C)c1 | 1.8 | -0.9 | 2 | 1 | 16 | -58 | -3 | -8 | -1.4
COc1cccc(NC(=O)C2C3CCC4C(CCC32)C4(Cl)Cl)c1 (stereo not given) | 1.3 | 0.3 | -1 | 10 | 7 | 9 | 10 | -6 | -3.0
Cc1c(CCO)c(=O)n2c([nH]c3ccccc32)c1C#N | -3.7 | -1.1 | + | -5 | 16 | -17 | 3 | -12 | 1.3
O=c1c2ccccc2c(-c2ccccc2)nn1Cc1ccc(Cl)cc1 | -1.3 | -3.7 | 1 | 2 | 1 | -6 | -11 | -2 | -1.4
CC(=O)Oc1ccc(C(=O)Nn2cnnc2)cc1 | 1.0 | 0.3 | 3 | -1 | 7 | -5 | 10 | 6 | -0.4
Cc1cc(C(F)(F)F)nn1Cc1ccc(C(=O)NCc2ccco2)o1 | -0.6 | 16 | 1 | 0 | -4 | 4 | 10 | -2 | -7.2
COc1ccc(S(=O)(=O)Nc2ccc(C)cn2)cc1 | 2.9 | -2.7 | 23 | -2 | 10 | 7 | -5 | -2 | 0.1
CCOc1ccccc1-c1cc(C(=O)Nc2ccc(C(=O)O)cc2)c2ccccc2n1 | 3.5 | -1.7 | 6 | 5 | 21 | 3 | 0 | -20 | 0.6
CCN(CC)C(=O)c1ccccc1NS(=O)(=O)c1ccc(OC)c(C(=O)N2CCOCC2)c1 | 2.9 | -1.8 | 0 | -6 | -8 | 2 | 3 | -11 | -1.7
CCOC(=O)C1=C(N)OC2=C(C(=O)CCC2)C12C(=O)N1c3c(ccc(C)c32)C(C)=CC1(C)C (stereo not given) | 1.1 | -1.3 | 2 | 2 | 4 | -13 | 2 | -1 | -3.6
Cc1cc(O)c(-c2cc(C(=O)Nc3ccc(S(=O)(=O)N4CCOCC4)cc3)[nH]n2)cc1C | -1.8 | -0.6 | 0 | -4 | 8 | -20 | 2 | -17 | -1.4
CN(C)c1ccc(P(=S)(N(C)C)N(C)C)cc1 | 0.4 | 0.9 | 1 | -2 | -7 | 7 | 2 | 4 | -3.1
COc1ccc(NC(=O)C2Cc3c(-c4ccccc4Oc4ccccc4)ccnc3O2)cc1 (stereo not given) | nt | -4.3 | -2 | 9 | 2 | -1 | nt | nt | -0.7
CC1CCCC(NC(=O)CSc2n[nH]c(N)n2)C1C (stereo not given) | 2.2 | -1.0 | -2 | 6 | 6 | 2 | 7 | 2 | -3.2
O=C(COC(=O)c1ccc(Cl)nc1)Nc1ccc(S(=O)(=O)N2CCCC2)cc1 | 1.7 | nt | -1 | -6 | 1 | 2 | 3 | -6 | 3.2

Grouped by structure: the entries above with a COOH group (2)
SMILES | Mtb UGM inh | Mtb BioA inh | Mtb FBA inh | PrPC TRFRET | GDH-TPI counter | BoNT-F LC inh | MazEF act | Rv3671c protease | FadD28 FP inh
CCC1(C)CC(CC(=O)O)(c2ccccc2OC)CCO1 (stereo not given) | 2.3 | 1.6 | 1 | -5 | 3 | -6 | 1 | 3 | 0.2
CCOc1ccccc1-c1cc(C(=O)Nc2ccc(C(=O)O)cc2)c2ccccc2n1 | 3.5 | -1.7 | 6 | 5 | 21 | 3 | 0 | -20 | 0.6

Other compounds follow.
SMILES | Mtb UGM inh | Mtb BioA inh | Mtb FBA inh | PrPC TRFRET | GDH-TPI counter | BoNT-F LC inh | MazEF act | Rv3671c protease | FadD28 FP inh
Cc1ccccc1NC(=O)Nc1ccc2c(c1)OCO2 | 3.2 | -2.4 | 1 | 8 | 2 | -2 | 3 | 0 | 0.4
CCCC(=O)N(Cc1cc(=O)[nH]c2ccccc12)c1ccc(C)cc1C | -1.0 | -0.3 | 2 | 13 | -1 | 4 | 6 | nt | 0.5
CC(NC(=O)C(NC(=O)C1CCCN1C(=O)OC(C)(C)C)C(C)C)C(N)=O (stereo not given) | 0.6 | -5.2 | 4 | 12 | 5 | 3 | 0 | -2 | -0.4
C[C@@H]1CN([C@H](C)CO)C(=O)c2c(c3ccccc3n2C)-c2ccccc2CO[C@@H]1CN(C)Cc1ccc(O)cc1 | nt | 0.9 | 1 | -11 | 8 | -1 | -4 | nt | -1.2

In the list so far, these contain an aryl methoxy group.
SMILES | Mtb UGM inh | Mtb BioA inh | Mtb FBA inh | PrPC TRFRET | GDH-TPI counter | BoNT-F LC inh | MazEF act | Rv3671c protease | FadD28 FP inh
CCC1(C)CC(CC(=O)O)(c2ccccc2OC)CCO1 (stereo not given) | 2.3 | 1.6 | 1 | -5 | 3 | -6 | 1 | 3 | 0.2
CCOc1ccc(C(C)NC(=O)C2CCN(S(=O)(=O)c3ccc(OC)cc3)CC2)cc1OCC (stereo not given) | nt | -0.5 | -1 | 1 | -2 | nt | 6 | nt | -2.6
COc1ccc(/C=C2\CCc3ccccc3C2=O)cc1O | 0.2 | 3.0 | -3 | -21 | 17 | 0 | 2 | 1 | -1.4
COc1ccc(NC(=O)c2cccc3cccnc23)cc1S(N)(=O)=O | 0.2 | -1.6 | 0 | -12 | 12 | -7 | 21 | -3 | -5.5
C=CCNS(=O)(=O)c1cc(S(=O)(=O)NCC=C)c(OC)cc1OC | -0.8 | nt | 0 | -1 | 1 | -1 | 13 | 5 | 0.3
COc1cccc(NC(=O)C2C3CCC4C(CCC32)C4(Cl)Cl)c1 (stereo not given) | 1.3 | 0.3 | -1 | 10 | 7 | 9 | 10 | -6 | -3.0
COc1ccc(S(=O)(=O)Nc2ccc(C)cn2)cc1 | 2.9 | -2.7 | 23 | -2 | 10 | 7 | -5 | -2 | 0.1
CCN(CC)C(=O)c1ccccc1NS(=O)(=O)c1ccc(OC)c(C(=O)N2CCOCC2)c1 | 2.9 | -1.8 | 0 | -6 | -8 | 2 | 3 | -11 | -1.7
COc1ccc(NC(=O)C2Cc3c(-c4ccccc4Oc4ccccc4)ccnc3O2)cc1 (stereo not given) | nt | -4.3 | -2 | 9 | 2 | -1 | nt | nt | -0.7
